STAT3 inh – IL-6 driven STAT3 reporter inhibitors, primary screen, U3A cells, luciferase, luminescence, MLSCN library. inhibition, % at 5.5 µM. actives 0.89% (n = 190,000). AID 862, 2007. IL-6 STAT3-luciferase reporter; host cell line lacks STAT1;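 active = inhibition above the mean inhibition across all screened compounds plus 3 SD, cut at about 44% in these data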;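 also: 0% = DMSO only wells and 100% = 100 µM nifuroxazide control wells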
STAT1 inh – STAT1 signaling inhibitors, primary screen, cell-based, HTS, luciferase reporter; NIH 3T3 STAT1-luciferase reporter, IFN-gamma, luminescence; inhibition, % at 5.5 µM; actives 0.35% (n = 200,000);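 active = inhibition above a set limit, the mean inhibition across all tested compounds plus 3 SD, cut at about 34% in these data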;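 also: 0% = IFN-gamma with DMSO and 100% = IFN-gamma with 300 µM nifuroxazide; values of inactives mirror those of a sister screen read the other way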
PPARg SRC3 recr – PPARgamma agonists recruiting SRC-3 coactivator, primary screen, biochemical; AID 731, 2007; actives 0.26% (n = 200,000); biochemical PPARgamma/SRC-3 coactivator recruitment assay; activation, % at 8 µM; in the data active = activation above about 23%;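 also: 0% = DMSO and 100% = reference agonist; some compounds past the cut are filed as inactive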
Target sequence (P37231 whole entry, looked up): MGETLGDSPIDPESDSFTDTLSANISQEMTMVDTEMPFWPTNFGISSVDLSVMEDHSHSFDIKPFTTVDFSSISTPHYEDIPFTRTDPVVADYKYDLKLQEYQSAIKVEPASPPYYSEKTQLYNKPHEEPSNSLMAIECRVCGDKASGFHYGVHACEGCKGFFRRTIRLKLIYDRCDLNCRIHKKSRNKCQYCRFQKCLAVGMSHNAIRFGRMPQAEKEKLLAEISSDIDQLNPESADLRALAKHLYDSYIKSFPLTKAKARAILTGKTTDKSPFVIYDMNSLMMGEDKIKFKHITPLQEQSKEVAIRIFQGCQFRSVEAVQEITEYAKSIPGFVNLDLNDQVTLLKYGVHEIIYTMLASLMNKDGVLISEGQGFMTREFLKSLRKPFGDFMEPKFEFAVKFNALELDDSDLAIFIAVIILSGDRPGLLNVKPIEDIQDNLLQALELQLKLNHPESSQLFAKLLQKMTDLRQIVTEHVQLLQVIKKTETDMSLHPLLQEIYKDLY
PPARg SRC-2 ag – agonists of PPARg-SRC-2 recruitment, primary screen, biochemical, HTS; Peroxisome proliferator-activated receptor gamma (Homo sapiens), P37231; AID 1032, 2008; PPARgamma LBD-SRC-2 recruitment; actives 0.34% (n = 200,000); activation, % at 8 µM; in the data active = activation above about 22%;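 also: 0% = vehicle and 100% = reference agonist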
bIAP inhibitor – bovine intestinal alkaline phosphatase inhibitors, primary screen, selectivity assay for TNAP inhibitor project, biochemical, bovine IAP, CDP-star luminescence; AID 1019, 2008; alkaline phosphatase, intestinal [Bos taurus]; 190,000 tested, under 10 active; purified bovine IAP, 30 min; inhibition, % at 20 µM;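 active = over 50% inhibition of intestinal alkaline phosphatase at 20 µM in the single-dose screen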
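Assay system – bovine IAP enzyme · Quantity – bovine IAP at 1/65,000,000 final dilution · Detection – CDP-star luminescence signal · Times – 30 min reaction at room temperature · Also added – CDP-star substrate at 30 µM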
STAT3 act – IL-6 driven STAT3 reporter potentiators, primary screen, U3A cells, luciferase, luminescence, MLSCN library; IL-6 STAT3-luciferase reporter; 100% = signal with IL-6 EC80 alone; activation (% of control), % at 5.6 µM; actives 0.91% (n = 190,000); AID 871, 2007;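 active = activation above the screen-wide mean of compound activation plus 3 SD, cut at about 130% in these data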;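 also: 0% = background luminescence of wells with medium and substrate only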
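system = STAT3-luciferase reporter U3A cells | reagent = IL-6 stimulus at 33 ng/mL final | timing = 1 h compound pre-exposure, 6 h IL-6 stimulation, 37 °C | measured by = luminescence | evaluation = % activation versus median of IL-6-stimulated wells | control set = IL-6-only wells as 100% reference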
ROMK mod – ROMK potassium channel modulators, primary screen, cell-based, thallium flux, MLSMR library; ATP-sensitive inward rectifier potassium channel 1 (Homo sapiens), P48048; Tet-inducible ROMK, thallium flux fluorescence; actives lie on both sides; B-score at 10 µM; actives 2% (n = 130,000); AID 1918, 2009;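 active = signal ratio slope over the read window, or its plate-corrected B-score, at least 3 SD from the plate mean, either direction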;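 also: B-score of the F/F0 ratio slope over 7 to 12 s after thallium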
Target sequence (P48048 whole entry, looked up): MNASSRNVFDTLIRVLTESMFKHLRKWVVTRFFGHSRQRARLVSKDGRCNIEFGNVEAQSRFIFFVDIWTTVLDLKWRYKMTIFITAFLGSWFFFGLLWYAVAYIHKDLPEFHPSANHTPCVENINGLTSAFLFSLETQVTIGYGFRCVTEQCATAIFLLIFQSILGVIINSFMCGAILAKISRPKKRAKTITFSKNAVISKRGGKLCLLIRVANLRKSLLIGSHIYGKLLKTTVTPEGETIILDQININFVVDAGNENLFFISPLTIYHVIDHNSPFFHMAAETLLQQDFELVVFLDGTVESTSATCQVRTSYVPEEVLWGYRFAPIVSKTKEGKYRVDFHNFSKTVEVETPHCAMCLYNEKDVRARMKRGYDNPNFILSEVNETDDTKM
bIAP act – bovine intestinal alkaline phosphatase activators, primary screen, biochemical, bovine IAP, CDP-star luminescence; alkaline phosphatase, intestinal [Bos taurus]; purified bovine IAP, 30 min; hits give high values; fold of DMSO-control signal, blank-subtracted; activation factor at 20 µM; actives 0.17% (n = 200,000); AID 1016, 2008;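 active = activation factor of 2 or more at 20 µM, a signal rise over negative controls twice the positive control's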
PPARg SRC1 recr – PPARgamma agonists recruiting SRC-1 coactivator, primary screen, biochemical; Peroxisome proliferator-activated receptor gamma (Homo sapiens), P37231; AID 631, 2007; actives 0.41% (n = 200,000); PPARgamma-SRC-1 coactivator recruitment biochemical assay; activation, % at 8 µM; in the data active = activation above about 19%;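 also: 0% = DMSO and 100% = reference agonist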
TR-FRET SRC-2 ct – TR-FRET signal artefacts, primary screen, artefact control for PPARgamma SRC-2 agonist project, biochemical | TR-FRET artefact counter-screen; hits give high values | TR-FRET ratio at 8 µM | actives 0.4% (n = 200,000); in the data active = TR-FRET ratio above about 2000; also: inactives centre near 1500
TNAP act hi DEA – TNAP activators at high phosphate acceptor level, primary screen, biochemical, luminescence, uHTS; 200,000 tested, under 10 active; activation factor at 20 µM; AID 1136, 2008; purified TNAP, CDP-star luminescence, 1 M DEA, 30 min; hits give high values; 0 = EDTA background, 1 = DMSO-only activity;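 active = activation factor at least 2 at 20 µM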
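Control set: EDTA negative control, DMSO positive control / Assay system: human TNAP / Quantity: TNAP 1/800 final / Evaluation: TNAP activation factor scaled between EDTA and DMSO control wells / Measured by: luminescent substrate turnover signal / Compound dosing: one dose, 20 µM / Times: 30 min enzyme reaction at room temperature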
Active calls of the source: *; x = not tested or not shown. Not a hit list, and some 3.7% of all compounds hit somewhere here.

SMILES | STAT3 inh | STAT1 inh | PPARg SRC3 recr | PPARg SRC-2 ag | bIAP inhibitor | STAT3 act | ROMK mod | bIAP act | PPARg SRC1 recr | TR-FRET SRC-2 ct | TNAP act hi DEA
CCCC(CCC(=O)NC1CCCCC1)C(=O)O (stereo unspecified) | 2 | 1 | 7 | 9 | 12 | 101 | 0.41 | 0.9 | -1 | 1497 | 1
O=C(CCc1nc(-c2ccccc2)c(-c2ccccc2)o1)OCc1ccc(Br)cc1 | 5 | -3 | 5 | 0 | 8 | 97 | x | 0.9 | -1 | 1425 | 1
CC(=O)Nc1ccc(NC(=O)CCC(=O)OCC(=O)c2ccc(C)c([N+](=O)[O-])c2)cc1 | 7 | 3 | 1 | 2 | 13 | 104 | -0.34 | 0.9 | 3 | 1581 | 1
Cc1ccc(NC(=S)N2CCSC2c2cccs2)cc1 (stereo unspecified) | -3 | 5 | 1 | 4 | 5 | 107 | -0.34 | 0.9 | 0 | 1641 | 1.1
Cc1ccc(C(=O)Nc2nccs2)cc1S(=O)(=O)N1CCCCC1 | 20 | -3 | -5 | 4 | 8 | 88 | x | 0.9 | 6 | 1577 | 1.1
Cc1ccc(/C=N/NC(=O)c2cc(C3CC3)nc3ccccc23)o1 | -1 | 2 | 0 | -3 | 1 | 100 | x | 1 | 0 | 1700 | 1.1
CC(C)(C)c1ccc(/C=C/C(=O)Nc2nncs2)cc1 | -8 | -29 | 1 | 8 | 10 | 115 | -0.049 | 0.9 | -2 | 1445 | 1
O=C(Nc1cccc(C(F)(F)F)c1)c1n[nH]c(Cn2cncn2)n1 | 3 | 8 | 1 | -1 | -3 | 99 | x | 1 | -2 | 1597 | 1
O=C(NCCCCc1ccccc1)C1CC(c2cccc([N+](=O)[O-])c2)=NO1 (stereo unspecified) | 8 | 7 | 11 | 3 | 9 | 97 | x | 0.9 | -4 | 1761 | 1
Cc1cc(=O)[nH]c(SCC2COC3(CCCCC3)O2)n1 (stereo unspecified) | 10 | 14 | 13 | -5 | -3 | 94 | 1.3 | 1 | 3 | 1629 | 1

The closing three compounds of the part above come first, to join the parts:
SMILES | STAT3 inh | STAT1 inh | PPARg SRC3 recr | PPARg SRC-2 ag | bIAP inhibitor | STAT3 act | ROMK mod | bIAP act | PPARg SRC1 recr | TR-FRET SRC-2 ct | TNAP act hi DEA
O=C(Nc1cccc(C(F)(F)F)c1)c1n[nH]c(Cn2cncn2)n1 | 3 | 8 | 1 | -1 | -3 | 99 | x | 1 | -2 | 1597 | 1
O=C(NCCCCc1ccccc1)C1CC(c2cccc([N+](=O)[O-])c2)=NO1 (stereo unspecified) | 8 | 7 | 11 | 3 | 9 | 97 | x | 0.9 | -4 | 1761 | 1
Cc1cc(=O)[nH]c(SCC2COC3(CCCCC3)O2)n1 (stereo unspecified) | 10 | 14 | 13 | -5 | -3 | 94 | 1.3 | 1 | 3 | 1629 | 1
O=C(Nc1cc(C(F)(F)F)ccc1Cl)c1cc2nc3c(c(C(F)(F)F)n2n1)CCCC3 | 2 | -5 | 4 | -1 | 5 | 105 | x | 0.9 | -2 | 1533 | 1
Cc1cc(C)nc(N(C#N)Cc2ccc(Br)cc2)n1 | 6 | 5 | 6 | -1 | 13 | 98 | x | 0.9 | 5 | 1629 | 1
CCCNS(=O)(=O)c1ccc(CCC(=O)N2CCOCC2)cc1 | 4 | -2 | 1 | 0 | 6 | 104 | 0.034 | 0.9 | 4 | 1586 | 1
Cc1cccc(NC(=S)N/C(=N/S(=O)(=O)c2ccccc2)c2ccccc2)c1 | 8 | -18 | 4 | 8 | x | 94 | 0.45 | 0.5 | 10 | 1693 | 1
CC1/C(=N/O)CC(c2ccccc2)N(C)C1c1ccccc1 (stereo unspecified) | -10 | -6 | -8 | 0 | -8 | 111 | x | 1.1 | -5 | 1531 | 1
CN1C(=O)/C(=C/c2ccccc2OCc2ccc(F)cc2)N(C)C1=S | -12 | 8 | 7 | -4 | -10 | 116 | x | 1.1 | 10 | 1539 | 1
Cc1ccc(CNC(=O)c2oc3ccc(S(=O)(=O)N4CCC5(CC4)OCCO5)cc3c2C)cc1 | 16 | 2 | 7 | 13 | 10 | 89 | x | 0.9 | 13 | 1618 | 1
Cc1c(CN2CCCCC2C)c(=O)n(-c2ccccc2)n1C (stereo unspecified) | 6 | 1 | 4 | -1 | 10 | 99 | x | 0.9 | 5 | 1655 | 1
COC(=O)c1ccc(CN2CCN(C3CCCCC3)C(CCO)C2)cc1 (stereo unspecified) | 6 | -2 | 4 | 7 | 11 | 99 | 0.54 | 0.9 | 2 | 1670 | 1
N#C/C(=C(/O)COc1ccc(Cl)cc1)c1nc2ccccc2s1 | -2 | -2 | 1 | 7 | 19 | 106 | 0.044 | 0.8 | -2 | 1445 | 1
CCOC(=O)N1CCC(N(CCCOC)C(=O)Nc2ccc(CC)cc2)CC1 | 0 | 1 | -9 | -1 | 8 | 100 | x | 0.9 | -4 | 1348 | 1.1
O=C(Nc1ccccc1-c1nnc(SCc2ccc(Cl)cc2Cl)o1)c1ccccc1 | 6 | -7 | 6 | 5 | -6 | 95 | -0.42 | 1.1 | -3 | 1500 | 1
CC(NC(=O)c1cccs1)C(c1cccs1)N1CCOCC1 (stereo unspecified) | 6 | 1 | 7 | 0 | 11 | 98 | 1.4 | 0.9 | -1 | 1392 | 1
CCOC(=O)c1cnc(SCC(=O)Nc2ccccc2N2CCOCC2)nc1N | 0 | 5 | 4 | 4 | x | 102 | x | x | -3 | 1530 | x
O=C(O)CCCCCN1C(=O)CSC1=S | -2 | 4 | 7 | 1 | 2 | 106 | x | 1 | -6 | 1525 | 1
CCn1c(C)c(C(C)=O)c(N2CCN(c3ccccc3)CC2)nc1=S | 16 | 4 | -2 | 4 | 6 | 91 | 1.5 | 0.9 | 3 | 1600 | 0.9
COc1ccc(/C(C)=N/Nc2cc(C(F)(F)F)ccc2Cl)c(OC)c1 | -1 | 2 | -2 | 3 | -34 | 104 | 0.52 | 1.3 | -1 | 1432 | 1
Cc1ccc(NC(=S)N=Nc2c(O)[nH]c3ccccc23)cc1 | 22 | -25 | 2 | -5 | 6 | 86 | 0.27 | 0.9 | 1 | 1753 | 0.8
Cc1cc(C(=O)N/N=C/c2sccc2C)no1 | 22 | -1 | 3 | 0 | -1 | 84 | 0.87 | 1 | 9 | 1582 | 0.9
COCCNC(=O)CCCn1c(=O)c2cc(OC)c(OC)cc2n(CC(=O)Nc2ccccc2OC)c1=O | 1 | -4 | -1 | 4 | -8 | 100 | -0.095 | 1.1 | 5 | 1658 | 1
O=C(COC(=O)CCCOc1ccc(Cl)cc1Cl)NCc1ccc(F)cc1 | 11 | 3 | 5 | 4 | -2 | 95 | x | 1 | 12 | 1642 | 1
O=C(CSc1nnc(-c2ccc3c(c2)OCO3)o1)Nc1ncc(Cl)cc1Cl | 0 | -5 | 5 | 6 | 8 | 99 | x | 0.9 | 8 | 1548 | 1
CC(Oc1ccccc1)C(=O)NNC(=O)c1cccs1 (stereo unspecified) | 6 | 6 | 1 | 3 | -7 | 97 | 1.2 | 1.1 | -9 | 1418 | 1.1
Cc1ccc(NC(=O)c2sc3ccccc3c2Cl)nc1 | 49* | -31 | 12 | 4 | 1 | 66 | x | 1 | 36* | 1782 | 1
CCCS(=O)(=O)N1CCCC(C(=O)NC(C)c2ccc3c(c2)OCCO3)C1 (stereo unspecified) | -1 | -1 | 8 | 7 | 0 | 103 | 0.62 | 1 | 4 | 1688 | 1
Cc1cc(C)c(S(=O)(=O)c2ccccc2Cl)c(Cl)n1 | 13 | -1 | 4 | 2 | 12 | 93 | -0.012 | 0.9 | 5 | 1677 | 1.1
O=C(N/N=C/c1ccccc1O)C1(O)c2ccccc2-c2ccccc21 | -3 | 0 | 0 | -4 | 8 | 103 | -1.1 | 0.9 | 4 | 1576 | 1
O=C(NCc1ccc2c(c1)OCO2)c1ccc(CS(=O)(=O)c2ccc(Br)cc2)o1 | 27 | -3 | -5 | 7 | -1 | 84 | x | 1 | -5 | 1565 | 1
Cc1sc2ncnc(OCC(=O)NC(C)C(C)C)c2c1C (stereo unspecified) | -2 | -4 | 3 | -6 | -9 | 107 | 0.95 | 1.1 | 3 | 1654 | 1
CN(c1ccccc1)S(=O)(=O)c1ccc(C(=O)OCC(=O)N2CCOCC2)cc1 | 1 | -2 | 7 | -4 | 7 | 102 | 0.37 | 0.9 | 5 | 1492 | 1
O=C1N(Cc2ccc3c(c2)OCO3)c2ccccc2C1(O)c1c[nH]c2ccccc12 (stereo unspecified) | -32 | 4 | -1 | 10 | -1 | 129 | x | 1 | 5 | 1744 | 1
C#CCNC(=O)C1=C[C@H](c2cn(C(C)=O)c3ccccc23)[C@@H](CCCO)[C@H](OCC)O1 | x | 11 | -8 | 9 | -8 | x | x | 1.1 | 1 | 1503 | 1
O=C(NC(=S)N(CCCCO)C1CCCCC1)c1sc2ccccc2c1Cl | 3 | 7 | -1 | -2 | 12 | 101 | 3.1* | 0.9 | 0 | 1593 | 1
CC1CCN(S(=O)(=O)c2ccc3c(c2)N(CC(=O)NCc2cccnc2)C(=O)CS3)CC1 | -4 | 1 | 0 | -1 | 8 | 107 | 0.022 | 0.9 | -4 | 1547 | 1
CCc1ccc(CN(C)C(=O)c2cc(COc3c(F)cccc3F)on2)cc1 | 5 | -12 | 5 | -2 | -11 | 99 | -0.071 | 1.1 | -2 | 1496 | 1
COc1ccc2nc3sc(C(=O)N4CCN(C)CC4)cc3cc2c1 | 6 | -8 | -2 | 4 | 2 | 99 | x | 1 | -6 | 1423 | 1
O=C(CSc1cccc[n+]1[O-])Nc1ccccc1Oc1ccccc1 | 7 | -2 | 9 | 3 | -6 | 100 | -0.67 | 1.1 | 8 | 1499 | 1
Cc1cccc(C)c1NC(=S)N(Cc1ccccc1)Cc1cccs1 | 18 | -1 | 0 | -3 | 24 | 93 | 0.28 | 0.8 | -2 | 1573 | 1
O=C(COC(=O)Cn1cnc2ccccc2c1=O)NCc1ccccc1Cl | 8 | -2 | 3 | 7 | 0 | 99 | -0.74 | 1 | 2 | 1766 | 1
